High-throughput results: PubChem BioAssay, Broad Institute
esBAF inh: inhibitors of esBAF chromatin remodeling in mouse ES cells; Bmi1-luciferase knock-in reporter, 24 h; 100% = twice the neutral-well signal; reporter increase, % at 12.5 µM; 350,000 compounds, 2% hits; in the data active = activation above about 40%;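 also: 0% = median of the plate's neutral control wells and 100% = double that signal; a rise in the Bmi1 reporter signal indicates esBAF inhibition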
RAD54 inh: RAD54 (human) branch migration inhibition; 360,000 compounds, 0.14% hits; RAD54 Holliday junction branch migration, FAM/BHQ fluorescence; inhibition, % at 10.4 µM; Q92698;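 active = mean normalized replicate activity at least 40 and at least half of replicates scoring 40 or more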;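 also: 0% = median of neutral control wells and 100% = median of positive control wells; inhibitors cause a drop in the FAM fluorescence signal; in these data hits start at about 50%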
ERAP1 HTS inh: blocks human ERAP1 aminopeptidase activity | 340,000 compounds, 0.15% hits | Q9NZ08 | inhibition, % at 10.7 µM | recombinant ERAP1, Leu-AMC fluorescence, 60 min;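 active = mean replicate inhibition of at least 30%, or all replicates individually reaching that 30% level; inactive = mean below 30% and not every replicate reaching it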;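 also: 0% = neutral control wells and 100% = L-leucinethiol positive control wells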
E-sel inducer: induces E-selectin expression in human endothelial cells | 260,000 compounds, 0.37% hits | activation, % at 7.58 µM | AID 686992 | HUVEC E-selectin immunofluorescence imaging; normalized: neutral wells 0, TNF-alpha wells 100 | P16581;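 active = mean E-selectin-positive cell signal at least 10% of the positive control, reached in at least 60% of replicates, without over 20% cell loss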;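 also: in these data hits start at about 27%; measured in HUVEC primary endothelial cells; signal is the percent of cells scored E-selectin positive by PE staining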
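material = human umbilical vein endothelial cells (HUVEC), E-selectin induction | quantity = 3,000 cells/well | medium = EGM-2 growth medium on 0.1% gelatin-coated wells | technique = immunofluorescence imaging | read-out basis = % PE-positive cells | control set = TNF-alpha positive control, DMSO neutral control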
Xi reactivation: activators of X-chromosome reactivation in mouse fibroblasts | XiGFP mouse fibroblasts, % GFP-positive cells imaging, 3 d; cells co-treated with 5-aza-dC sensitizer; scaled so ellipticine positive control = 100% | activation, % at 7.58 µM | 360,000 compounds, 0.055% hits | AID 743238;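 active = mean normalized replicate activation at least 10% and every replicate at or above 10%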;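 also: 0% = median of on-plate neutral control wells and 100% = ellipticine 6 µM median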
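Material: XiGFP fibroblasts, SV40-immortalized. Buffer or medium: DMEM plus 5-aza-dC sensitizer. Compound: single concentration per compound, delivered by pin transfer. Times: 3 days compound exposure. Controls: ellipticine 6 µM.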
S100A4 inh HTS: inhibitors of human S100A4 binding to myosin IIA peptide; P26447; inhibition, % at 10.7 µM; AID 652163; 360,000 compounds, 0.14% hits; S100A4/TAMRA-MyoIIA peptide fluorescence polarization;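 active = mean inhibition of at least 70% across replicates, with every replicate also reaching that level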
Target sequence (P26447 whole entry, looked up): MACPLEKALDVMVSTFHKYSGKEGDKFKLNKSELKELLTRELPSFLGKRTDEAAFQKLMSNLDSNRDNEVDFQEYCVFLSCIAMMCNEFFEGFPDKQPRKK
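Test system – S100A4 monomer (human) · Compound – single-point compound testing · Schedule – 5 min incubation before reading · Probe or stimulus – TAMRA-labelled myosin IIA heavy-chain peptide probe, 5 nM · Benchmarks – neutral control DMSO, positive control TFP · Medium – Calcium-containing HEPES buffer, pH 7.2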
ERp5 inh: blocks human ERp5 reductase activity on insulin | Q15084 | ERp5 insulin aggregation, absorbance 650 nm, 90 min | inhibition, % at 9.99 µM | 350,000 compounds, 0.05% hits | AID 651711;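 active = mean replicate inhibition above about 25%, with every replicate also reaching it, limit read from the data, passing the limit was not always enough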
Target sequence (Q15084 whole entry, looked up): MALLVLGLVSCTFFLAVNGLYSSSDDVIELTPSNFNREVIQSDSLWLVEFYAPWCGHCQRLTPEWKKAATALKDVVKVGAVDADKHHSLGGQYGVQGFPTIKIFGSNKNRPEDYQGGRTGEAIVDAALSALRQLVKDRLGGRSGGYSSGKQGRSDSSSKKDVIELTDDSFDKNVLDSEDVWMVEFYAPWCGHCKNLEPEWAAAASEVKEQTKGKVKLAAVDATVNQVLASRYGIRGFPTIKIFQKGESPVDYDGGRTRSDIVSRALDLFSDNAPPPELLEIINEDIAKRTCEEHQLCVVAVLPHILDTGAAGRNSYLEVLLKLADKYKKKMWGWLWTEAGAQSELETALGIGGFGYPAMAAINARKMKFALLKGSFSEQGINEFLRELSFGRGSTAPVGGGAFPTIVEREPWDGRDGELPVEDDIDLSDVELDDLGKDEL
RAD52 inh: RAD52 (human) annealing inhibition; inhibition, % at 18.7 µM; recombinant RAD52 DNA annealing, FRET fluorescence; 360,000 compounds, 0.46% hits; P43351;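 active = every replicate showing at least 50% inhibition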
Target sequence (P43351 whole entry, looked up): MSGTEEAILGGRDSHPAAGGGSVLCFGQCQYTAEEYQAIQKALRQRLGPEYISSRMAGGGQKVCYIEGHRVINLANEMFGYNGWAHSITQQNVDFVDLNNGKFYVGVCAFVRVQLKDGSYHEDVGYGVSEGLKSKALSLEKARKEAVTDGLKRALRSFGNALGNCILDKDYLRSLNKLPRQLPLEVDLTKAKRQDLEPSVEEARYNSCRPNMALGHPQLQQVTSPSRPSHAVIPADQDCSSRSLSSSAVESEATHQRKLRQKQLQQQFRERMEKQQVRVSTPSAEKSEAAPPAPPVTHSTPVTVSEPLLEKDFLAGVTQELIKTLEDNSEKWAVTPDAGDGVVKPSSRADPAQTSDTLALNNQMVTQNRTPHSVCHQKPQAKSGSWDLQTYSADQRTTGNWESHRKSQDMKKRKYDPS
The depositor's hits bear a star; · = no result given. An unsorted share of the library; overall some 2.5% were active at least once.

SMILES	esBAF inh	RAD54 inh	ERAP1 HTS inh	E-sel inducer	Xi reactivation	S100A4 inh HTS	ERp5 inh	RAD52 inh
Cc1cc(C)n(NC(=S)NC2CCCC2)c(=O)c1C#N	-3	0	6	-1.3	0.0	1	-3	5
CCC1=NN2C(=N)/C(=C\c3cccn3-c3ccc(C)cc3C)C(=O)N=C2S1	·	·	0	0.1	0.2	-5	-2	-64
Cc1onc(-c2ccccc2)c1C(=O)N1CCN(S(=O)(=O)c2ccccc2C(F)(F)F)CC1	2	9	1	0.5	0.4	2	-1	-14
Cc1ccc([N+](=O)[O-])cc1NC(=O)CSc1nnc(C)n1CC1CCCO1 (configuration not stated)	-1	-10	1	·	0.0	1	5	-2
Cn1c(=O)c2c(nc(OCc3cccnc3)n2Cc2ccccc2)n(C)c1=O	5	-4	-2	·	·	-4	2	0
O=C(N[C@H]1CC[C@@H](CCNS(=O)(=O)c2ccccc2)O[C@@H]1CO)c1cccnc1	4	8	0	1.4	0.5	5	-3	-1
C/C=C/c1cnc2c(c1)C(=O)N([C@H](C)CO)C[C@@H](C)[C@@H](CN(C)S(=O)(=O)c1ccc(F)cc1)O2	-7	-4	0	0.1	-0.7	21	0	-4
CN1CCN(C(=O)C2=C[C@H](C(C)(C)C)C[C@H](OCCCCO)O2)CC1	-1	5	0	0.0	0.1	-1	5	-6
C[C@@H]1CCCCO[C@H](CN(C)C(=O)Nc2ccc(C(F)(F)F)cc2)[C@@H](C)CN([C@H](C)CO)C(=O)c2cc(NC(=O)Nc3ccc(F)cc3)ccc2O1	4	-10	5	-0.1	0.2	-14	-4	14
Cn1nc(-c2ccc(C(=O)N3CCN(Cc4ccccc4)CC3)cc2)c2ccccc2c1=O	-5	1	0	·	·	0	3	6
COc1cccc(CN(C)C(=O)c2cc(-c3cccs3)nc3ccccc23)c1	-6	5	0	0.0	-0.1	-2	5	-15
CCOc1ccc(NS(=O)(=O)c2ccc(Cl)c(C(=O)N(C)Cc3cccnc3)c2)cc1	-12	-2	-2	·	-0.1	-5	21	-9
COC(=O)c1cc(C(=O)OCC(=O)Nc2cc(C)on2)cc([N+](=O)[O-])c1	·	-4	·	0.1	-0.2	3	-4	-9
CCCC(=O)N1CC2(C1)CN(Cc1ccc(Cl)cc1)[C@@H](CO)c1[nH]c3cc(OC)ccc3c12	·	·	0	-0.8	0.5	-4	3	-5
CN(C)C(=O)c1cccc(-c2ccc([C@@H]3[C@H](C#N)N(C(=O)C4CCC4)[C@H]3CO)cc2)c1	1	11	0	0.2	0.6	1	0	-4
O=C(O)c1ccc(C2SCC(=O)N2Cc2ccco2)cc1 (configuration not stated)	-4	8	3	0.0	0.0	-1	3	-7
C[C@@H]1CCCCO[C@@H](CN(C)S(=O)(=O)c2ccc(Cl)cc2)[C@@H](C)CN([C@H](C)CO)C(=O)c2cc(NC(=O)CCCN(C)C)ccc2O1	-1	-16	0	0.0	0.0	7	-3	12
CCN1[C@@H]2c3ccc(-c4ccccc4OC)c(=O)n3C[C@@H]2[C@@H](CO)[C@@H]1C(=O)N(C)C	0	5	1	0.2	0.5	-6	6	3
CO[C@H]1CN(C)C(=O)c2ccc(NC(=O)NC(C)C)cc2OC[C@@H](C)N(C)C[C@@H]1C	3	3	-4	-0.2	-0.1	-2	-2	-3
Cc1noc(C)c1NC(=O)Nc1ccc2c(c1)C(=O)N([C@@H](C)CO)C[C@H](C)[C@H](CN(C)C)O2	-3	2	-3	·	0.6	10	-1	-1
Cn1c(SCc2ccc(Cl)cc2)nnc1C1CC1	3	·	-3	·	0.1	-3	7	-1
O=C(NCC(O)COc1ccc([N+](=O)[O-])cc1)c1ccccc1 (configuration not stated)	4	3	3	0.4	0.3	-3	-8	-2
O=C(Nc1cccc(C(=O)O)c1)/C(=C\c1ccc2c(c1)OCO2)NC(=O)c1ccccc1Br	2	-2	-100	1.4	0.1	17	-5	-12
O=C(COC(=O)c1ccncc1)Nc1cccc2ccccc12	-6	-9	0	·	-0.1	28	-2	-5
CCOc1ccc(CNc2ncc(-c3ccccc3)n2C)cc1	9	9	-2	·	-0.1	-4	-2	-22
Later entries:
SMILES	esBAF inh	RAD54 inh	ERAP1 HTS inh	E-sel inducer	Xi reactivation	S100A4 inh HTS	ERp5 inh	RAD52 inh
O=S(=O)(c1cnc[nH]1)N1CCN(c2ccccc2)CC1	-7	3	8	1.5	0.3	3	0	-7
COc1ccc(S(=O)(=O)Nc2ccc3c(c2)C(=O)N([C@@H](C)CO)C[C@@H](C)[C@@H](CN(C)S(=O)(=O)c2ccc(F)cc2)OCCCC[C@H](C)O3)cc1	0	-3	1	0.0	0.1	-12	13	-17
COc1cccc(C(=O)Nc2cc([N+](=O)[O-])ccc2N2CCN(C)CC2)c1	-3	6	-2	·	·	1	-2	-12
Cc1nc(SCC(=O)Nc2ccc(CN3CCCC3)cc2)c2c(C)c(C)sc2n1	-10	11	4	-1.6	-0.1	-19	1	-41
OC(c1cccc(Cl)c1)c1ncc(-c2cccc3ccccc23)[nH]1 (configuration not stated)	1	-6	1	0.3	0.4	-2	5	-36
C[C@H](CO)N1C[C@H](C)[C@@H](CN(C)C(=O)NC2CCCC2)Oc2ncc(Br)cc2C1=O	-2	-10	1	2.3	-0.2	-2	6	7
CN(Cc1ccccc1F)C(=O)C1CCCN(C(=O)c2ccc(Cl)cc2)C1 (configuration not stated)	7	2	-1	0.2	0.0	9	1	-2
CCN(CC)c1ccc(NC(=O)CCc2nnc3ccc(N4CCCCC4)nn23)c(C)c1	2	1	-2	0.0	0.2	-5	1	-5
CCCCc1c(C)nc(N2CCCC2)[nH]c1=O	·	·	12	6.9	3.5	3	4	-5
Cc1onc(-c2ccccc2)c1C(=O)N/N=C/c1ccc([N+](=O)[O-])c(O)c1	-4	-5	2	-0.5	0.0	6	-2	-8
O=C(CSc1nnc(-c2ccco2)o1)NCCc1ccccc1	-4	-10	1	·	1.1	0	7	4
Cc1noc(C)c1NC(=O)N(C)C[C@H]1Oc2ccc(NC(=O)CCN3CCOCC3)cc2C(=O)N([C@H](C)CO)C[C@H]1C	-3	1	-1	-3.2	0.0	1	2	8
COCCn1c(-c2ccc(OC)cc2)nc2oc3cc(OC)ccc3c(=O)c2c1=O	4	9	4	·	·	2	-9	-1
O=C(Cc1c[nH]c2ccccc12)NCC(=O)Nc1ccc(F)c(F)c1F	-10	-2	-1	0.9	0.2	-2	1	4
COc1ccc(CNC(=O)CSc2nc(SC)ns2)cc1	2	-9	6	2.4	1.0	1	1	-18
CCOC(=O)C1=C(O)/C(=C/c2ccc(OCC(=O)O)c(OC)c2)SC1=Nc1ccc(OCC)cc1	·	·	0	·	0.0	-1	-3	-3
O=C(Nc1ccccc1)/C(=C/c1cccc(Br)c1)NC(=O)c1ccco1	-3	·	-2	·	0.1	-3	6	-2
Cc1cc(C)cc(C(=O)Nc2ccc(NC(=O)Cc3ccccc3)cc2)c1	-1	11	2	0.1	0.2	3	-1	-4
O=C(Nc1cccc(C(F)(F)F)c1)c1cccc(NS(=O)(=O)c2ccc(Br)c(C(=O)O)c2)c1	·	·	-5	1.9	0.1	-19	3	-24
O=C(Nc1cccc(C2=NCCN2)c1)Nc1cccc(C2=NCCN2)c1	45*	42	-11	0.5	0.2	3	-4	33
COc1ccc(C)cc1NC(=O)CN1CCCN(S(=O)(=O)c2ccc(Br)cc2)CC1	4	3	-3	-0.2	-0.1	-4	3	-9
C[C@@H](O)C#Cc1ccc([C@@H]2[C@@H](CO)N3CCCCN(CC4CCOCC4)C[C@@H]23)cc1	·	-7	-3	-0.3	-0.1	-18	3	-11
CC(C)c1nnc(NC(=O)Cc2cccs2)s1	6	-11	6	0.3	0.0	2	5	-6
CCOC(=O)c1c(NC(=O)CN2C(=O)NC3(CCCCC3C)C2=O)sc(C(=O)N(C)C)c1C (configuration not stated)	6	·	5	-0.6	-0.3	-13	8	-4
COc1ccccc1Oc1ncnc2c1cnn2-c1ccccc1	73*	6	-8	-0.1	0.0	-3	0	-10

Whole records from above. Screens in order: esBAF inh	RAD54 inh	ERAP1 HTS inh	E-sel inducer	Xi reactivation	S100A4 inh HTS	ERp5 inh	RAD52 inh
COc1ccc(C)cc1NC(=O)CN1CCCN(S(=O)(=O)c2ccc(Br)cc2)CC1 reads 4	3	-3	-0.2	-0.1	-4	3	-9
O=C(N[C@H]1CC[C@@H](CCNS(=O)(=O)c2ccccc2)O[C@@H]1CO)c1cccnc1 reads 4	8	0	1.4	0.5	5	-3	-1

Part of the list above in a different format:
| compound | esBAF inh | RAD54 inh | ERAP1 HTS inh | E-sel inducer | Xi reactivation | S100A4 inh HTS | ERp5 inh | RAD52 inh |
| --- | --- | --- | --- | --- | --- | --- | --- | --- |
| CCOC(=O)c1c(NC(=O)CN2C(=O)NC3(CCCCC3C)C2=O)sc(C(=O)N(C)C)c1C (configuration not stated) | 6 | · | 5 | -0.6 | -0.3 | -13 | 8 | -4 |
| COc1ccccc1Oc1ncnc2c1cnn2-c1ccccc1 | 73* | 6 | -8 | -0.1 | 0.0 | -3 | 0 | -10 |

Further entries:
SMILES	esBAF inh	RAD54 inh	ERAP1 HTS inh	E-sel inducer	Xi reactivation	S100A4 inh HTS	ERp5 inh	RAD52 inh
CCCCCCOc1ccc(C(=O)NCCCn2ccnc2)cc1	·	·	0	·	0.0	2	-7	9
O=C(Nc1ccc(O)c(C(=O)O)c1)c1cccc(NC(=O)c2ccco2)c1	3	-5	-3	·	0.0	18	-1	-3
CCOc1ccc(-n2c(-c3ccccc3)c[nH]c2=S)cc1	5	-2	1	0.4	-0.1	4	2	-14
Cc1cccc(C)c1OCc1n[nH]c(=S)n1N	·	·	5	2.6	0.4	3	4	-9
CC(=O)Nc1ccc(C(=O)NN2C(=O)c3ccccc3C2=O)cc1	-7	0	-1	4.7	-0.1	5	0	-10
CCOC(=O)C1(Cc2ccccc2)CCN(Cc2cnn(-c3ccccc3)c2)CC1	-8	·	10	·	0.0	-3	-2	0
Brc1cccc(C2Nc3cccc4cccc(c34)N2)c1	0	1	0	0.4	0.1	0	1	-15
CCn1c2ccccc2c2cc(NC(=O)COC(=O)c3ccccc3O)ccc21	·	·	-2	·	-0.1	0	-3	-5
Cn1c(=O)n(C)c2cc(NC(=O)c3cccc([N+](=O)[O-])c3)c(Br)cc21	·	·	-13	·	-0.1	-6	-1	-7
CCC(NC(=O)c1cc(COc2cncc(Cl)c2)on1)c1ccc(C)cc1 (configuration not stated)	1	-7	-4	-0.1	0.0	-4	-4	-13
CN(C)c1cccc(C(=O)OCC(=O)N(Cc2ccccc2)C2CCS(=O)(=O)C2)c1 (configuration not stated)	46*	2	-1	0.1	0.0	-1	1	-13
CCc1ccc(NCc2cc3c(C)nn(-c4ccccc4)c3[nH]c2=O)cc1	-1	-12	-1	·	·	3	4	-28
COc1ccc(CNS(=O)(=O)c2c(C(=O)N3CCCCC3)c(C)n(C)c2C)cc1	-9	-5	-3	·	0.1	0	1	-8
Cc1ccc(C(=O)NC(=S)NNC(=O)COc2ccc([N+](=O)[O-])cc2)cc1	6	4	3	·	0.1	-6	7	-7
O=C(CCNC(=O)c1ccc([N+](=O)[O-])cc1)N/N=C/c1ccc(F)cc1	·	3	-6	1.1	0.2	-2	-9	3
COc1ccccc1NC(=O)COC(=O)c1cc(C)oc1C	10	0	-1	0.2	0.2	-1	4	-27
CCN1CCN(CC(=O)N2N=C(c3cccs3)CC2c2ccc(F)cc2)C(=O)C1=O (configuration not stated)	·	·	-1	3.4	-0.1	-7	0	-1
